SIAE primary – inhibitors of human sialic acid acetylesterase SIAE; Q9HAT2; SIAE FP-Rh probe binding, fluorescence polarization; inhibition, % at 9.66 µM; 370,000 compounds, 0.69% hits; AID 1053197;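 active = inhibition above a cutoff: mean of compounds within the control limits plus 3 SD of those, cut at about 17% in these data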;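 note: 0% = plate median of compound wells and 100% = probe without SIAE protein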
mABHD4 FP – ABHD4 (mouse) inhibition, primary FP screen; Q8VD66; purified mABHD4, FP-Rh probe fluorescence polarization; inhibition, % at 8.92 µM; 370,000 compounds, 0.54% hits; AID 720543;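 active = inhibition exceeding the mean over every tested compound plus 3 SD, cut at about 30% in these data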;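 note: 0% = plate median of compound wells and 100% = S159A mutant with DMSO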
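Material: mouse ABHD4 enzyme, wild type; Benchmarks: S159A mutant high control, sample median low control; Buffer or medium: HEPES pH 7.0, NaCl, Pluronic buffer; Signal: fluorescence polarization; Read-out: percent inhibition of probe binding, normalized to plate controls; Timing: pre-incubation 45 min, probe exposure 60 min, at 25 °C; Dosing: 8.92 µM, single dose.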
TDP2 inh – blocks human TDP2 phosphodiesterase activity. O95551. recombinant TDP2, T5PNP hydrolysis, p-nitrophenol absorbance 415 nm. inhibition, % at 12.8 µM. 370,000 compounds, 0.34% hits. AID 720702;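 active = inhibition above the mean of all tested compounds plus 3 SD, set per campaign, cut at about 25% in these data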;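 note: 0% = DMSO with enzyme and 100% = buffer with substrate but no TDP2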
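System – recombinant human TDP2 · Quantity – TDP2 enzyme at 120 nM final · Doses – single concentration, 12.8 µM nominal, with 1% DMSO · Incubation – 2 h at 37 °C · Measured by – epi absorbance of p-nitrophenol freed from T5PNP by hydrolysis · Read-out – % inhibition relative to enzyme-containing and enzyme-free wells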
PG9 binder – PG9 antibody binding by small molecule. TR-FRET gp120-PG9 antibody binding. AID 624416. inhibition, % at 6.7 µM. 360,000 compounds, 0.43% hits; in the data active = inhibition above about 8.5%
LEDGF integ inh – blocks HIV-1 LEDGF/p75-dependent DNA integration; TR-FRET IN-LEDGF/p75 DNA integration, Eu/Cy5; inhibition, % at 3.7 µM; 370,000 compounds, 0.64% hits; AID 743269;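 active = inhibition above the screen-wide mean plus 3 SD, cut at about 13% in these data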;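 note: signal is the Cy5 over europium emission ratio at 671 and 618 nm; 0% = plate median of compound wells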
rCAG RNA binder – binds r(CAG) RNA repeats; r(CAG) RNA repeat, TO-PRO-1 dye displacement fluorescence; inhibition, % at 3 µM; 370,000 compounds, 1.3% hits; AID 651821;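 active = inhibition above the plate cutoff, the mean of all test compounds on that plate plus 3 SD, cut at about 35% in these data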;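 note: 0% = DMSO alone and 100% = 100 µM mitoxantrone as full dye displacement; higher means more dye released from RNA so lower well fluorescence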
TCR CD3 inh – human TCR-CD3 binding inhibition; TAMRA-labeled TCR probe fluorescence, biochemical; AID 651800; inhibition, % at 9.4 µM; 360,000 compounds, 0.37% hits; in the data active = inhibition above about 19%;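 note: recombinant mutant TCR 2C K166C tagged with TAMRA read by polarization; 0% = receptor in buffer alone and 100% = receptor with positive control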
NR1D1 modulator – Rev-erb alpha (human) modulation; P20393; Rev-erbα–FITC-DNA binding, fluorescence polarization, 90 min; activity, % at 10 µM; 370,000 compounds, 0.79% hits; AID 1259318;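 active = activity above about 14%, limit read from the data; passing the limit was not always enough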;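 note: 0% = DMSO wells with 35 nM protein and 100% = DMSO wells with 750 nM protein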
Target sequence (P20393 whole entry, looked up): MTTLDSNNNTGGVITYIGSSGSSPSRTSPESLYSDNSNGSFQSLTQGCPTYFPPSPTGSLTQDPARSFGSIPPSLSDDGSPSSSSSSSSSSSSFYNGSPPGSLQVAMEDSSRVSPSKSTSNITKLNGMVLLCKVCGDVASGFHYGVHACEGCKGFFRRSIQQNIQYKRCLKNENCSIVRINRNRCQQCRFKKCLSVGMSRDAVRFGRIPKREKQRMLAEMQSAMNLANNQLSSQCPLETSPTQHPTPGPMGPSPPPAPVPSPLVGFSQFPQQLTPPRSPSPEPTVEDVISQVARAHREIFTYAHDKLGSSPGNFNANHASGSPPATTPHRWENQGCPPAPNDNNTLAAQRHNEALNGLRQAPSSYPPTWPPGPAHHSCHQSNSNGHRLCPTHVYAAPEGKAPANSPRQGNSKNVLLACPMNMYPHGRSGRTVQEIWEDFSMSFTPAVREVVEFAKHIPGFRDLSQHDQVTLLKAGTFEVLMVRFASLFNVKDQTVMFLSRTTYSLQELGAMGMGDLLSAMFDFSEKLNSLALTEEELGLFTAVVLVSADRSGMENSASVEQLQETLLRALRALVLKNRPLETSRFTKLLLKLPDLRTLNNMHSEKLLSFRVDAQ
PRMT1 inh – inhibitors of human PRMT1 | Q99873 | recombinant PRMT1, activity-based probe fluorescence polarization | inhibition, % at 2.79 µM | 370,000 compounds, 1.3% hits | AID 652257;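 active = inhibition above about 21% made by adding two undisclosed values, limit read from the data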
Target sequence (Q99873 whole entry, looked up): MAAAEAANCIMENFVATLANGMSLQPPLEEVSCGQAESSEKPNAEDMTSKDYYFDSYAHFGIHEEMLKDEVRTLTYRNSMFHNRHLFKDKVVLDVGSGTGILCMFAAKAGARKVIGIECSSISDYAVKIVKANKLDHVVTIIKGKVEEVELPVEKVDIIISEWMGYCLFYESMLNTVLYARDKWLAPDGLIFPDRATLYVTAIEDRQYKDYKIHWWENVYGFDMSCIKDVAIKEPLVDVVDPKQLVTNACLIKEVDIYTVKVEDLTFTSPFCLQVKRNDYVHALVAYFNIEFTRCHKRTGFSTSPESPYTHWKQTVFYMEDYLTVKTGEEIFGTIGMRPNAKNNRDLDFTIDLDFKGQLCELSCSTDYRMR
HTRA1 inhibitor – inhibitors of human serine peptidase HTRA1; Q92743; recombinant HTRA1, FP-rhodamine activity-based probe, fluorescence polarization; inhibition, % at 5.96 µM; 340,000 compounds, 0.5% hits; in the data active = inhibition above about 36%;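 note: 0% = enzyme with DMSO and 100% = wells lacking enzyme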
The depositor's hits bear a star.

SMILES	SIAE primary	mABHD4 FP	TDP2 inh	PG9 binder	LEDGF integ inh	rCAG RNA binder	TCR CD3 inh	NR1D1 modulator	PRMT1 inh	HTRA1 inhibitor
C=CCc1ccccc1OCC(O)CN1CCN(CCN2C(=O)c3cccc4cccc(c34)C2=O)CC1 (configuration not stated)	4	7	-5	2.4	3	0	0	1	-1	-21
COc1ccccc1CNC(=O)C1=CCN(S(=O)(=O)c2ccc(C)cc2)CC1	-2	2	-13	-2.2	2	-2	6	8	-3	1
O=C(CN1CCCCCC1)Nc1cc([N+](=O)[O-])ccc1Cl	7	3	5	-0.2	2	5	-6	5	0	-8
CC(=O)Nc1ccc(N2CCN(C(C)=O)CC2)cc1	5	3	-5	-2.8	-1	-1	10	-1	-2	-1
Cc1cccc(C(=O)NCCC(=O)Nc2ccc(C)c(F)c2)c1	-1	-6	-5	-2.4	3	2	7	0	0	-5
O=C(Nc1ccc(-c2nc3cccnc3s2)cc1)c1ccc(Cl)nc1	-9	1	-1	0.7	-7	-4	-1	-6	3	-1
CCOC(=O)C(C)n1cnc2sc(C)c(C)c2c1=O (configuration not stated)	-3	5	11	-0.3	2	-4	0	-1	3	-1
Cc1ccc2c(=O)n3c(nc2c1)C(Cc1ccccc1)NC(=O)c1cc2ccccc2cc1-3 (configuration not stated)	-22	-30	3	-1.0	2	12	-9	2	-1	-61
O=C1C2C3C=CC(C3)C2C(=O)N1Cc1ccccc1 (configuration not stated)	2	1	-6	-0.4	-3	-2	3	-4	-2	-1
NC(=O)c1c(NC(=O)Cn2nc(C(=O)O)c3ccccc3c2=O)sc2c1CCC2	-14	7	13	0.9	0	8	5	-34	-2	4
O=C(NC1=NCCS1)c1ccc(Cl)c(S(=O)(=O)N2CCCC2)c1	-4	2	13	-1.3	1	-2	4	1	-2	5
Cc1cc2ccccc2n2c(SCC(=O)Nc3ccc(S(=O)(=O)N4CCC(C)CC4)cc3)nnc12	16	-11	-18	-2.3	0	2	-1	3	-2	0
Cc1cnc(NC(=O)c2ccc3c(c2)OCCO3)s1	1	3	6	-0.1	2	2	1	4	-3	-9
CCN(CC(=O)N1CCCC1)S(=O)(=O)c1ccc(OC)cc1	0	6	-1	-0.1	-2	4	0	2	5	17
Cc1cc(=O)oc2c(C(=O)/C=C/c3ccccc3)c(O)ccc12	2	-4	-7	-0.5	2	8	3	7	3	-3
Cc1ccc(-n2c(SCC(=O)N3CCC(C(=O)O)CC3)nc3ccccc3c2=O)cc1C	4	11	-10	-0.8	2	8	-7	-1	-1	4
COc1ccc(C(CNC(=O)c2cc(SC)ccc2Cl)N(C)C)cc1 (configuration not stated)	-1	-2	-5	-1.8	-2	-5	-3	1	-3	-3
COc1cc(NC(=O)NS(=O)(=O)c2ccc(C)cc2)cc(OC)c1	12	12	-4	-2.9	2	1	-1	-6	-1	10
CCOC1=NN(c2ncc(C(F)(F)F)cc2Cl)C(=O)/C1=C/N(C)C	-9	-1	-10	-1.2	-1	-2	6	0	-4	-1
Cc1c(NC(=O)c2c(O)c3ccccc3n(C)c2=O)c(=O)n(-c2ccccc2)n1C	-8	3	2	1.3	-5	-1	-1	1	1	0
Cc1cc(C)c2c(N)c(C(=O)Nc3ccc(F)cc3)sc2n1	14	1	21	-0.3	5	2	1	-8	-2	0
C[C@H](NC(=O)[C@@H]1Cc2ccccc2CN1)C(=O)NC1CCCC1	-4	-10	-24	0.6	2	2	-10	-4	-3	4
N/C(=N\OS(=O)(=O)c1ccc2ccccc2c1)c1cccnc1	0	2	-13	-4.6	2	0	6	1	4	2
Cc1ccc(NS(=O)(=O)c2ccc(NC(=O)C3CC3)cc2)c(C)c1	-8	-19	-11	-0.9	-8	5	5	-5	2	-21
O=C(O)c1ccccc1Sc1ncnc2sccc12	-5	0	3	-1.7	-4	0	4	-2	-2	-1

Shown in CSV form: part of the list above.
smiles,SIAE primary,mABHD4 FP,TDP2 inh,PG9 binder,LEDGF integ inh,rCAG RNA binder,TCR CD3 inh,NR1D1 modulator,PRMT1 inh,HTRA1 inhibitor
CCN(CC(=O)N1CCCC1)S(=O)(=O)c1ccc(OC)cc1,0,6,-1,-0.1,-2,4,0,2,5,17
Cc1cc(=O)oc2c(C(=O)/C=C/c3ccccc3)c(O)ccc12,2,-4,-7,-0.5,2,8,3,7,3,-3
Cc1ccc(-n2c(SCC(=O)N3CCC(C(=O)O)CC3)nc3ccccc3c2=O)cc1C,4,11,-10,-0.8,2,8,-7,-1,-1,4

Next section:
SMILES	SIAE primary	mABHD4 FP	TDP2 inh	PG9 binder	LEDGF integ inh	rCAG RNA binder	TCR CD3 inh	NR1D1 modulator	PRMT1 inh	HTRA1 inhibitor
Cc1nn(Cc2ccc(Cl)cc2)c(C)c1NC(=O)CCCn1nc([N+](=O)[O-])c(Cl)c1C	1	6	-7	-0.1	0	-4	-1	3	0	-4
COc1ccc(C(=O)NNC(=O)C23CC4CC(CC(C4)C2)C3)c(OC)c1	4	1	-9	-3.2	1	-1	7	-1	-3	1
O=C(Nc1ccc(Cl)cc1Cl)c1n[nH]c(Cn2cncn2)n1	-5	-6	14	1.5	-4	2	-7	-4	-2	-6
Cc1ccc(CS(=O)(=O)CCC(=O)NCCN(C)Cc2ccccc2)cc1	-1	0	-12	1.7	-2	-6	1	-5	-1	2
COc1ccccc1OCC(=O)N/N=C1\CCc2ccccc21	-1	-4	-4	-2.2	-2	0	8	0	-1	3
Cc1cccc(OCc2n[nH]c(=S)o2)c1	-4	-12	-4	1.5	1	4	-8	-1	8	5
Cn1cc(S(=O)(=O)N2CCN(c3ccccc3F)CC2)c(=O)n(C)c1=O	0	-2	-4	1.9	7	2	1	4	-7	-12
Cc1cccc(-c2nc3c(c(SCC(=O)N4CCOCC4)n2)CCCC3)c1	-1	-1	-7	0.1	0	-2	-2	-6	-2	4
O=C(Nc1cccc(-n2cnnn2)c1)c1cccnc1	-3	-6	-19	-2.3	2	4	-6	2	-2	1
O=C(C1CCN(c2ncnc3c2nc2n3CCCCC2)CC1)N1CCCCC1	-3	-8	-21	-1.8	2	-3	-6	-6	-3	7
O=C(CN1CCCCCCC1)NC(=O)NC1CCCCC1	-2	4	0	-0.5	-2	-7	-3	-1	-1	-6
COc1ccc(C(=O)Nc2cccc(C(C)=O)c2)cc1S(=O)(=O)N1CCOCC1	-5	1	-2	1.1	-2	1	6	3	1	-5
O=c1c2ccccc2[nH]c(=S)n1Cc1cccnc1	5	-12	-7	-1.3	5	-4	0	4	0	2
O=C(NCC1CC1)c1ccc(Nc2nc3ccc(Br)cc3[nH]2)cc1	25*	23	0	2.7	-2	11	4	4	1	-11
CCOC(=O)N1CCN(C2CC(=O)N(c3ccc(Oc4ccccc4)cc3)C2=O)CC1 (configuration not stated)	-1	3	6	-1.7	-2	-3	7	-1	2	-3
CC(C)C12CN3CC(C(C)C)(CN(C1)C3c1ccccc1O)C2=O (configuration not stated)	1	3	0	-0.7	0	-8	-4	0	0	0
COc1ccccc1NS(=O)(=O)c1cccc(C(=O)N2CC(C)OC(C)C2)c1 (configuration not stated)	-5	5	-1	0.4	2	-2	2	4	-1	1
Cc1cccc2cc(CN(Cc3nnnn3Cc3ccco3)C3CCCC3)c3nnnn3c12	-1	-10	3	-0.3	4	1	3	-2	0	-2
O=C(O)CNC(=O)c1ccccc1F	2	1	-9	1.2	1	1	9	3	0	-2
O=C(Nc1cn(-c2ccccc2)nc1-c1ccc(Cl)cc1)c1ccccc1	-24	-7	-4	0.1	1	4	4	1	-1	-45
O=c1c2ccccc2nc(-c2cccs2)n1-c1cccc2ccccc12	-1	-15	1	-2.9	2	1	1	9	-1	-19
COc1ccc(OCc2cccc(C(=O)NN)c2)cc1	-12	-13	1	-0.2	3	8	-1	-2	-1	-28
O=C(CCCN1C(=O)/C(=C\c2cccs2)SC1=S)Nc1ccccc1O	-5	-5	-1	-1.3	2	6	11	-3	-5	-8
CC(C)(C)c1ccc(CS(=O)(=O)CC2(O)CCN(C(=O)c3cccc(C(F)(F)F)c3)CC2)cc1	-1	3	10	-0.8	1	-2	7	-2	1	3
O=C(/C=C/Nc1ccc(F)cc1)c1ccco1	-6	0	5	-0.2	0	0	0	-3	-1	-2
COC(=O)CN(C)C(=O)c1ccc(OC)c(OC2CCN(C(C)C)CC2)c1	12	0	1	-0.1	0	1	3	-6	0	6
CCC(=O)c1ccc(OCCSc2ncccn2)cc1	-4	5	-8	0.3	-4	-6	16	-2	-1	-3

Printed as active in SIAE primary, among the entries above:
structure,SIAE primary,TDP2 inh,PG9 binder,LEDGF integ inh,TCR CD3 inh,NR1D1 modulator,PRMT1 inh,HTRA1 inhibitor
O=C(NCC1CC1)c1ccc(Nc2nc3ccc(Br)cc3[nH]2)cc1,25*,0,2.7,-2,4,4,1,-11

3 entries from above, ordered by length of the SMILES, smallest number first:
SMILES	SIAE primary	mABHD4 FP	TDP2 inh	PG9 binder	LEDGF integ inh	rCAG RNA binder	TCR CD3 inh	NR1D1 modulator	PRMT1 inh	HTRA1 inhibitor
CCC(=O)c1ccc(OCCSc2ncccn2)cc1	-4	5	-8	0.3	-4	-6	16	-2	-1	-3
O=C(CCCN1C(=O)/C(=C\c2cccs2)SC1=S)Nc1ccccc1O	-5	-5	-1	-1.3	2	6	11	-3	-5	-8
Cn1cc(S(=O)(=O)N2CCN(c3ccccc3F)CC2)c(=O)n(C)c1=O	0	-2	-4	1.9	7	2	1	4	-7	-12

6 compounds already listed, arranged by their value in PRMT1 inh, high to low:
| SMILES | PRMT1 inh |
| --- | --- |
| COc1ccc(C(=O)Nc2cccc(C(C)=O)c2)cc1S(=O)(=O)N1CCOCC1 | 1 |
| CC(C)C12CN3CC(C(C)C)(CN(C1)C3c1ccccc1O)C2=O (configuration not stated) | 0 |
| O=C(/C=C/Nc1ccc(F)cc1)c1ccco1 | -1 |
| Cc1cccc(-c2nc3c(c(SCC(=O)N4CCOCC4)n2)CCCC3)c1 | -2 |
| COc1ccc(C(=O)NNC(=O)C23CC4CC(CC(C4)C2)C3)c(OC)c1 | -3 |
| Cn1cc(S(=O)(=O)N2CCN(c3ccccc3F)CC2)c(=O)n(C)c1=O | -7 |

Source: PubChem (several laboratories)

This is a subset (hit frequency here may not be typical).
